TRHR PAM: TRH receptor (human) allosteric enhancement. P34981. TRHR cells, fluo-8 calcium fluorescence, EC20 TRH enhancement. enhancement, % at 2 µM. 360,000 tested, 0.66% active. AID 493056; in the data active = enhancement above about 30%; note: 0% is about no effect
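Enhancer read-out: after compound pinning and an initial kinetic agonist-mode read, an EC20 of TRH (10 nM final) was injected and fluo-8 calcium signal (Ex 480/Em 530) followed at 1 s/cycle for 100 cycles in TRHR-expressing cells.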
D1 agonist: agonists of human D1 dopamine receptor. P21728. HEK293 T-REx D1 cells, calcium flux, agonist mode. activation, % at 2 µM. 360,000 tested, 1% active; in the data active = activation above about 30%; note: 0% is about no effect
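Tetracycline-induced HEK293 TREx D1 cells, force-coupled to calcium signalling, were dye-loaded with a no-wash calcium kit. Compound was pin-added after a 10 s baseline. Fluorescence was read kinetically at 1 cycle/s for 180 s, with calcium rises flagged as agonism.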
D1 PAM: enhances dopamine response at the human D1 receptor | HEK293 TREx D1 cells, calcium flux, dopamine EC20 potentiation | P21728 | 360,000 tested, 0.036% active | potentiation, % at 10 µM; in the data active = potentiation above about 30%; note: 0% is about no effect
RXFP1 agonist: RXFP1 (human) receptor agonism | Potency, µM (top dose mostly 57.5 µM), inactives show at the top dose activation, usual class: activators | AID 2676 | 370,000 tested, 0.3% active | HEK293T-RXFP1 cAMP TR-FRET, 30 min; response scale: percent of porcine relaxin response, buffer zero; active = well fitted activation curve with a large enough effect; note: potency is the fitted concentration of half-maximal effect; % is set by controls: 0 for no effect and ±100 for the full control effect; nearly all actives have a fitted effect of over 60% in size; many of its hits are not listed in these tables
Target sequence (Q9HBX9 whole entry, looked up): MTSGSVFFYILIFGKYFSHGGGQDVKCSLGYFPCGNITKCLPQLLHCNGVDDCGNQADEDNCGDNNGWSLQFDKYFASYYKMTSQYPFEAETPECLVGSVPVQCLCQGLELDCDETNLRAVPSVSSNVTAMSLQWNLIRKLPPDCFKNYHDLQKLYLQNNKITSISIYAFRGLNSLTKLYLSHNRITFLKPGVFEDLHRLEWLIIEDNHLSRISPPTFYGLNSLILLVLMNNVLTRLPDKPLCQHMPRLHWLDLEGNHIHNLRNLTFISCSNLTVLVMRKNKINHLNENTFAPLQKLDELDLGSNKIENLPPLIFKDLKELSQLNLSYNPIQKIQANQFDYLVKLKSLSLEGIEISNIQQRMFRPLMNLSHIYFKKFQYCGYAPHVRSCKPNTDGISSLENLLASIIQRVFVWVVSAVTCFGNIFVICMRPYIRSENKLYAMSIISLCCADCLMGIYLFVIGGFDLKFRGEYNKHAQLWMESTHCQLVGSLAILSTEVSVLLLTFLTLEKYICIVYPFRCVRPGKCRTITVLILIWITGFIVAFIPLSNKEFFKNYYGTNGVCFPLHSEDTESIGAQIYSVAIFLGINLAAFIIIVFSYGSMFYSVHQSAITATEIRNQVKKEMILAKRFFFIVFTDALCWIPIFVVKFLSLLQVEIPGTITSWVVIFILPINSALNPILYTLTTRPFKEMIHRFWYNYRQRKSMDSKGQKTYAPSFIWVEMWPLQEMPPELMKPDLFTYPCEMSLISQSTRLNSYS
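HEK293 cells stably expressing RXFP1, treated 30 min at 37C with compounds plus PDE4 inhibitor Ro 20174; cAMP measured by HTRF TR-FRET. Normalized to buffer and 29 nM porcine relaxin; EC50 by Hill fit.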
D2 antag: D2 dopamine receptor (human) antagonism. P14416. HEK293 TREx D2 cells, calcium flux, dopamine EC80. inhibition, % at 10 µM. 340,000 tested, 2% active; in the data active = inhibition above about 30%; note: 0% is about no effect
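Calcium flux kinetic readout in an inducible HEK293 TREx D2 line plated overnight at 30 C. After 180 s compound exposure, an EC80 dopamine challenge follows with another 180 s kinetic read to detect antagonism.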
RXFP1 antagonist: RXFP1 (human) relaxin receptor antagonism; Q9HBX9; HEK293-RXFP1, relaxin-stimulated cAMP HTRF, 30 min; stronger effect = lower value; activity change, negative = inhibition, % at 57.5 µM; 350,000 tested, 0.59% active; AID 1259400;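 active = activity change of -60% or lower, but not beyond a set lower limit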; note: % is set by controls: 0 for no effect and ±100 for the full control effect
D2 agonist: activates the human D2 dopamine receptor. activation, % at 2 µM. P14416. HEK293 T-REx D2 cells, calcium flux agonist mode. 340,000 tested, 0.53% active;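 active = activation over 3 SD above normal in the single-dose calcium agonist read, cut at about 30% in these data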; note: 0% is about no effect
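Agonism is scored from calcium flux in a force-coupled, inducible HEK293 cell line expressing D2, read kinetically for 180 s after compound addition against dopamine controls.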
D1 antagonist: antagonists of human D1 dopamine receptor | P21728 | HEK293 TREx D1 cells, calcium flux, dopamine EC80; stronger effect = lower value | activity change, negative = inhibition, % at 10 µM | 360,000 tested, 3.2% active | AID 504652; in the data active = activity change below about -30%; note: % is set by controls: 0 for no effect and ±100 for the full control effect
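HEK293 T-REx cells expressing inducible, force-coupled D1 receptor; no-wash Ca dye, 30–90 min RT. Cmpd → 180 s read at 1 Hz → EC80 DA → 180 s read.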
D2 PAM: positive allosteric modulators of human D2 dopamine receptor | HEK293 T-REx D2, calcium flux, EC20 dopamine potentiation | potentiation, % at 10 µM | 340,000 tested, 0.34% active;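 active = potentiation over 3 SD above the plate norm, cut at about 30% in these data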; note: 0% is about no effect
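Primary screen. Calcium kinetics in induced HEK293 T-REx D2 cells: compound pre-addition 180 s, EC20 dopamine, 180 s more.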
* marks the source's active call; other numbers are inactive results; · = not tested or not shown. This is a subset (hit frequency here may not be typical).

SMILES | TRHR PAM | D1 agonist | D1 PAM | RXFP1 agonist | D2 antag | RXFP1 antagonist | D2 agonist | D1 antagonist | D2 PAM
CCN(CC(=O)Nc1ccc2c(c1)OCCO2)C(=O)c1ccc(S(=O)(=O)N(C)C)cc1 | 21 | 3 | -3 | -0.2% | 1 | -2 | 0.4 | 5 | 2
CC(C)C(O)(C#CCN1CCCCCC1)c1ccccc1 (stereo not drawn) | -7 | 0 | -6 | 0.3% | 9 | -5 | 0.7 | 8 | 0
COc1ccc(CNC(=O)C(CCSC)NC(=O)c2ccco2)cc1 (stereo not drawn) | 4 | 5 | -2 | 0.7% | · | 6 | · | 11 | ·
Cc1cccc(C)c1NC(=O)CSc1nc(-c2ccco2)cc(C(F)(F)F)n1 | -8 | 2 | -4 | 2.7% | -9 | -17 | 0.0 | -5 | -6
COc1ccc(N(CCC(=O)NCCc2ccccc2)S(=O)(=O)c2ccc(C)cc2C)cc1 | -12 | 12 | -2 | 0.9% | -18 | -3 | 0.6 | -17 | 12
CC(C)(C)OC(=O)N1CCC(c2nnc(SCc3ccccc3)o2)CC1 | -7 | 25 | -3 | -0.5% | · | · | 0.2 | 4 | 24
COc1ccc(-c2[nH]ncc2CNC(C)c2cn(C)nc2C)c(F)c1 (stereo not drawn) | 5 | 4 | -1 | 0.4% | -6 | 6 | 0.8 | -1 | 7
COc1ccc(Cc2nc(N)nc(N)n2)cc1 | -6 | 0 | -3 | -1.0% | 11 | 0 | 1.0 | 1 | 4
O=C(CSc1nc2c(oc3ccccc32)c(=O)n1Cc1ccco1)Nc1ccccc1Cl | 1 | 0 | 8 | 18% | · | · | 0.0 | -7 | 2
N#Cc1c(N)nc2c(c1-c1ccc(F)cc1)c(=O)nc1sccn12 | 5 | 1 | 8 | 25% | 11 | 13 | 0.7 | 6 | 13
Cc1cc(/C=C2/SC(=O)N(CC(=O)N3CCCC3)C2=O)c(C)n1C | 3 | 3 | -4 | -3.0% | -17 | 7 | -0.8 | 2 | -1
CCN(CC)CC(O)Cn1c2ccccc2c2ccccc21 (stereo not drawn) | 3 | 6 | -1 | 0.5% | -7 | -16 | -0.1 | -15 | -2
Cc1ccc(C)c(CN2C(=O)c3ccccc3S(=O)(=O)c3ccc(C(=O)N4CCCC4)cc32)c1 | -9 | 3 | -5 | -0.6% | · | -15 | 0.2 | 4 | -4
Cc1cc(C(=O)NCCc2ccc(Cl)cc2)c2ccccc2n1 | 14 | 5 | · | 1.1% | -4 | 3 | 0.0 | 4 | -4
Cc1ccc(C)c(S(=O)(=O)N2CCCC2CNC(=O)C(=O)NCCN2CCOCC2)c1 (stereo not drawn) | -2 | 4 | 0 | 0.5% | 10 | 5 | 0.0 | 7 | -14
Cc1nc(SCc2cccnc2)[nH]c(=O)c1C | -4 | 2 | -4 | 1.5% | · | -3 | · | 17 | -6
O=C(COC(=O)c1ccccc1)c1ccc2c(c1)OCCO2 | -5 | 7 | 0 | -0.7% | 2 | -9 | -0.3 | -12 | -9
NC1=C(c2ccccc2)C(=O)NC1=O | 1 | 1 | -2 | -3.0% | -4 | 1 | 1.2 | -1 | 0
COc1ccc(-n2nc3c(N4CCC(C(=O)NCc5cccc(C)c5)CC4)nnc(C)c3c2C)cc1 | -5 | 3 | 12 | 11% | 15 | 11 | 0.1 | 43 | -6
COCc1ccc(C(=O)N2CCCC(Nc3ccc(C(C)C)cc3)C2)s1 (stereo not drawn) | 1 | 10 | 3 | 3.0% | -1 | 0 | -0.6 | 2 | 4
CN(NC(=O)Nc1ccccc1)c1cnn(C)c(=O)c1Cl | -8 | 1 | 3 | 0.0% | -6 | 9 | -0.4 | -3 | 2
Cc1cccc(C(C)C)c1NC(=O)COC(=O)COc1ccc2c(C)cc(=O)oc2c1 | 6 | -1 | 2 | 0.6% | 6 | -19 | 1.0 | -9 | 17
COC(=O)c1ccc(CSc2nnnn2-c2ccc(C)cc2C)o1 | -7 | 7 | -9 | 0.0% | 0 | 26 | -1.2 | -28 | -5
O=C(CCc1ccccc1)NNC(=O)C1CCCCC1 | 5 | 1 | -2 | 2.0% | -8 | 2 | 0.7 | 10 | -1
COc1nc(C)ccc1-c1noc(-c2cccs2)n1 | -8 | 2 | 3 | 2.2% | -14 | -17 | 5.0 | -35* | 4
COc1ccc(C(=O)Nc2cccc(C(=O)O)c2)cc1S(=O)(=O)N1CCCC1 | 3 | -1 | 0 | 4.1% | 0 | 0 | 0.3 | 8 | -8
CCCCNc1c(N)n(CCCC)c(=O)[nH]c1=O | -4 | 0 | -2 | 0.8% | -11 | · | 1.1 | -7 | -5
Cn1c(-c2ccc(=O)[nH]c2)nc2ccccc21 | 3 | 15 | 1 | 1.5% | -17 | 4 | -0.4 | 9 | 18
O=C(/C=C/c1ccccc1)Nc1nnc(-c2ccco2)o1 | 7 | 1 | -4 | 0.6% | 8 | -35 | -0.4 | 0 | -5
O=C(CSc1ccc(-c2cccnc2)nn1)Nc1ccc(Br)cc1 | 1 | 9 | -4 | 2.7% | -18 | -15 | -1.6 | -24 | 2
CC(C)c1cccc(C(C)C)c1NC(=O)COC(=O)C1CCC1 | -3 | 4 | 2 | 0.0% | -16 | 23 | -2.0 | 4 | 10
CCOC(=O)C1=C(C)Nc2nc3ccccc3n2C1c1ccncc1 (stereo not drawn) | 9 | -1 | -4 | -0.7% | 21 | -12 | 0.2 | -26 | 2
Cc1cc(C)cc(OCC(=O)Nc2ccc(N3CCOCC3)cc2N2CCOCC2)c1 | 7 | 1 | -3 | -3.1% | -20 | 8 | -0.3 | 0 | 8
COc1cc2[nH]c(C(=O)N3CCc4ccccc4C3)cc2c(OC)c1OC | 9 | 1 | -3 | -0.1% | -8 | 12 | 0.3 | 1 | 3
CCOc1ccc(C(=O)Nc2ccc(-c3nc4cc(C)ccc4o3)cc2)cc1 | 4 | 1 | -2 | 0.2% | · | · | -0.9 | -1 | 13
COc1ccc(CN=Cc2c(C(F)(F)F)[nH][nH]c2=O)cc1 | -1 | 3 | 4 | 0.5% | -4 | -2 | 0.4 | 1 | 7

Exported as tab-separated lines: 12 of the compounds above
structure	TRHR PAM	D1 agonist	D1 PAM	RXFP1 agonist	D2 antag	RXFP1 antagonist	D2 agonist	D1 antagonist	D2 PAM
Cc1cccc(C(C)C)c1NC(=O)COC(=O)COc1ccc2c(C)cc(=O)oc2c1	6	-1	2	0.6%	6	-19	1.0	-9	17
COC(=O)c1ccc(CSc2nnnn2-c2ccc(C)cc2C)o1	-7	7	-9	0.0%	0	26	-1.2	-28	-5
O=C(CCc1ccccc1)NNC(=O)C1CCCCC1	5	1	-2	2.0%	-8	2	0.7	10	-1
COc1nc(C)ccc1-c1noc(-c2cccs2)n1	-8	2	3	2.2%	-14	-17	5.0	-35*	4
COc1ccc(C(=O)Nc2cccc(C(=O)O)c2)cc1S(=O)(=O)N1CCCC1	3	-1	0	4.1%	0	0	0.3	8	-8
CCCCNc1c(N)n(CCCC)c(=O)[nH]c1=O	-4	0	-2	0.8%	-11	·	1.1	-7	-5
Cn1c(-c2ccc(=O)[nH]c2)nc2ccccc21	3	15	1	1.5%	-17	4	-0.4	9	18
O=C(/C=C/c1ccccc1)Nc1nnc(-c2ccco2)o1	7	1	-4	0.6%	8	-35	-0.4	0	-5
O=C(CSc1ccc(-c2cccnc2)nn1)Nc1ccc(Br)cc1	1	9	-4	2.7%	-18	-15	-1.6	-24	2
CC(C)c1cccc(C(C)C)c1NC(=O)COC(=O)C1CCC1	-3	4	2	0.0%	-16	23	-2.0	4	10
CCOC(=O)C1=C(C)Nc2nc3ccccc3n2C1c1ccncc1 (stereo not drawn)	9	-1	-4	-0.7%	21	-12	0.2	-26	2
Cc1cc(C)cc(OCC(=O)Nc2ccc(N3CCOCC3)cc2N2CCOCC2)c1	7	1	-3	-3.1%	-20	8	-0.3	0	8

Next part:
SMILES | TRHR PAM | D1 agonist | D1 PAM | RXFP1 agonist | D2 antag | RXFP1 antagonist | D2 agonist | D1 antagonist | D2 PAM
CCOC(=O)c1c(C)[nH]c(C(=O)COC(=O)CCC(=O)c2ccc3c(c2)OCCO3)c1C | -1 | 22 | -6 | 0.3% | -27 | -2 | 0.9 | -14 | -4
CC(=O)N1CCCc2cc(S(=O)(=O)N(C)CCC#N)ccc21 | -7 | 1 | -5 | 2.4% | 7 | -1 | -0.3 | 0 | -1
COc1ccc(-c2[nH]ncc2CN2CCCO2)c(F)c1 | -2 | -1 | 2 | 1.1% | 0 | -5 | 0.6 | -1 | 9
Cc1cnc(C(=O)NC(Cc2ccccc2)c2ccccc2)cn1 (stereo not drawn) | 1 | 1 | 7 | 0.4% | -11 | -10 | 0.3 | 2 | 0
Clc1cccc(C2=NOC(c3nnc(-c4ccccc4)o3)C2)c1 (stereo not drawn) | 3 | 5 | -7 | 0.7% | -1 | · | 0.0 | -16 | 13
COc1ccc(/C=C2\SC(=O)N(CC(=O)NN3CCN(C)CC3)C2=O)cc1OC | -2 | 0 | -2 | -1.1% | 9 | -4 | 0.8 | -18 | 0
Cc1ccc(-c2nc3ncccn3c2Nc2ccc3c(c2)OCCO3)o1 | -1 | -4 | -6 | 1.2% | · | -13 | · | 7 | -7
COc1ccc(C)cc1NC(=O)C1CC(=O)N(Cc2ccco2)C1 (stereo not drawn) | 1 | 1 | -5 | 1.8% | -26 | 5 | 0.3 | 7 | 6
CCc1cccc(OCC2Cn3c(nc4c3c(=O)[nH]c(=O)n4C)O2)c1 (stereo not drawn) | 10 | 4 | 0 | 0.0% | -15 | 7 | 0.7 | 11 | 12
CC(=O)c1ccc(NC(=S)N2CCN(c3ccccn3)CC2)cc1 | 9 | 5 | -6 | 2.3% | -16 | 13 | 7.3 | -20 | 0
O=C(Nc1ccccc1N1CCCCC1)c1cccc([N+](=O)[O-])c1 | 5 | 1 | -11 | -0.2% | · | -6 | · | -15 | ·
COc1ccccc1CCNC(=O)Cc1c(C)c2c(cc(C)c3c(C)coc32)oc1=O | -3 | 1 | 2 | -3.2% | · | 7 | -0.2 | -14 | 12
O=C1C2C(C(=O)N1/N=C/c1ccc(N3CCCCC3)o1)C1C=CC2C12CC2 (stereo not drawn) | -3 | -1 | 14 | -0.7% | -9 | -5 | 2.7 | 10 | -3
O=C(NCc1ccncc1)C1CCN(S(=O)(=O)c2ccccc2)CC1 | -1 | 0 | 5 | 0.3% | -11 | -5 | -0.5 | 17 | 6
N#CCCN1CCN(C2=NC(=O)C(=C3CCCCC3)S2)CC1 | 10 | 1 | 1 | 1.2% | -10 | 1 | -0.1 | -3 | 13
